# Tb hexokinase: Trypanosoma brucei hexokinase 1 inhibitors, primary screen, biochemical, G6PDH-coupled NADH absorbance, MLSCN library. AID 1430, 2008. 220,000 compounds, 0.11% hits. hexokinase 1 [Trypanosoma brucei]. recombinant TbHK1, G6PDH-coupled NADH A340. inhibition, % at 10 µM;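 active means inhibition of 50% or more in the single-dose primary screen; inactive means inhibition below 50%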
# PPC-1+TRAIL kill: compounds killing PPC-1 cancer cells with TRAIL present, primary screen, TRAIL potentiator project, ATPLite luminescence, uHTS. PPC-1 cells + TRAIL, ATPLite viability luminescence. cell killing (% activity), % at 4 µM. 220,000 compounds, 0.41% hits. AID 1443, 2008;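 active means cell killing above 50% in the first pass at 4 µM, then a duplicate retest at 5 µM averaging 50% or more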;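 further: plate controls were cells with TRAIL plus DMSO for no effect and medium-only wells lacking cells for full effect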
# FXIIa inh 1536: human FXIIa protease inhibitors, primary screen, biochemical, 1536-well; Coagulation factor XII (Homo sapiens), P00748; purified FXIIa, Boc-QGR-AMC fluorogenic substrate, 2 h; inhibition, % at 5 µM; 220,000 compounds, 0.3% hits; in the data active means inhibition above about 40%;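 further: 0% = enzyme with no compound and 100% = blank without enzyme; many of its hits are not listed in these tables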
# zVAD death inh: inhibitors of zVAD-triggered necroptosis, primary screen, L929 cells. 220,000 compounds, 0.38% hits. L929 zVAD necroptosis rescue, ATP luminescence, 24 h; with zVAD 60 µM. viability rescue, % at 10 µM;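 active means activation, scaled between plate controls, above about 75%, limit read from the data; inactive means activation under that limit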;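 further: 0% = zVAD with DMSO and 100% = DMSO alone without zVAD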
# TNF necrop inh: inhibitors of TNF-alpha triggered necroptosis, primary screen, cell-based, Jurkat FADD-/-, single concentration; Jurkat FADD-/- TNF necroptosis rescue, ATP luminescence, 24 h; 0 = TNF only, 100 = no-TNF cells; activation (protection from cell death), % at 10 µM; 220,000 compounds, 0.068% hits; AID 463075, 2010;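 active means activation, meaning protection from cell death, of at least 50% relative to plate controls; inactive means activation below 50%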;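 further: necroptosis triggered by 40 ng/mL TNF-alpha added together with compound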
# CHOP inh: inhibitors of CHOP promoter induction, primary screen, cell-based, unfolded protein response, luciferase reporter; 220,000 compounds, 3.8% hits; inhibition, % at 10 µM; CHO-K1 CHOP-promoter luciferase, tunicamycin-induced, 15-18 h;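 active means compounds that reduced the stress-induced luciferase reporter signal by more than about 70% of percent inhibition, limit read from the data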;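 further: 0% = tunicamycin plus vehicle and 100% = wells without tunicamycin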
# FXIa inh: human FXIa protease inhibitors, primary screen, biochemical, 1536-well; purified FXIa, Boc-Glu-Ala-Arg-AMC fluorogenic substrate; inhibition, % at 5 µM; 220,000 compounds, 0.14% hits;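 active means inhibition of at least 40%; inactive means inhibition below 40%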;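 further: fluorescence of freed AMC excited at 355 nm; 0% = enzyme without compound and 100% = no enzyme blank; many of its hits are not listed in these tables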
# PGE2 EP2 inh: human EP2 receptor antagonists, primary screen, TR-FRET cAMP, C6 glioma cells; Prostaglandin E2 receptor EP2 subtype (Homo sapiens), P43116; C6 glioma cells expressing human EP2; cells stimulated with saturating PGE2; inhibition, % at 25 µM; 260,000 compounds, 0.52% hits; AID 1422, 2008;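 active means percent inhibition above 40 after rounding to a whole number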;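 further: rat C6 glioma host cells with rolipram phosphodiesterase inhibitor present; the protocol text gives 20 µM as final concentration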
# Target sequence (P43116 whole entry, looked up): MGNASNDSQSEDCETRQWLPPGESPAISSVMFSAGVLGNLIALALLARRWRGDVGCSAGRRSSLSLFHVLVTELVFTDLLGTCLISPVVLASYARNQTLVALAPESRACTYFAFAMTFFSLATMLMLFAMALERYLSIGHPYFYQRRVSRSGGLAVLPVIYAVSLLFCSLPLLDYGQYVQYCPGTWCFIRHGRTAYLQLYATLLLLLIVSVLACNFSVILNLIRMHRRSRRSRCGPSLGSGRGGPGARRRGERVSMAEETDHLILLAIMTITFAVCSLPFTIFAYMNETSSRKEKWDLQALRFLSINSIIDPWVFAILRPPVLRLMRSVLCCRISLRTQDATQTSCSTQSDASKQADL
# Wee1 stabilizer: Wee1 degradation inhibitors, primary screen, cell-based, HeLa, Wee1K328M-luciferase, luminescence; Wee1-like protein kinase (Homo sapiens), P30291; HeLa Luc-Wee1K328M stability; 100% = proteasome inhibitor MG132 effect; reporter increase, % at 5 µM; 220,000 compounds, 1.2% hits; AID 1321, 2008;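 active means activation above the mean of all tested compounds plus 3 SD, set per screening run, cut at about 8.8% in these data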;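 further: cells exposed to compound for 20 h before luminescence read; 0% = DMSO alone and 100% = MG132 at 30 µM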
# Target sequence (P30291 whole entry K328M): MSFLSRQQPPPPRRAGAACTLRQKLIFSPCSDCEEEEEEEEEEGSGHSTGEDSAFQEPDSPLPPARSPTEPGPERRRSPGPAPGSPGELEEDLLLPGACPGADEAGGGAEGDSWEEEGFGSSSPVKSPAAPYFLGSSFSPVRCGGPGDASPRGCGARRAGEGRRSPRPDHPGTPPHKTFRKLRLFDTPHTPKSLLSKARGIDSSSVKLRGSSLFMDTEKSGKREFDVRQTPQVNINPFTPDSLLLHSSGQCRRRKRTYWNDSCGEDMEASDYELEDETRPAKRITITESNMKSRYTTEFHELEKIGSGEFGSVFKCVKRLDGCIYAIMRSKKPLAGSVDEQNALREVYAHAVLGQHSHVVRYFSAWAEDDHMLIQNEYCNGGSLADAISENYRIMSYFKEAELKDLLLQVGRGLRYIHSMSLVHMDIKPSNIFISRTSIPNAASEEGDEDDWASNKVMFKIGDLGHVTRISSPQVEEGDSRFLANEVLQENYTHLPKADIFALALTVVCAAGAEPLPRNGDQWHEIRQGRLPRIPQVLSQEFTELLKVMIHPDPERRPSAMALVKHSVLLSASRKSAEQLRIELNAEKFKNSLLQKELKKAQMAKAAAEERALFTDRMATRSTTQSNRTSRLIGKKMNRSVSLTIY
# * hit, by the source's call; / = no result given; & = joins results of further samples; ! = not confirmed by another sample.
# Preview, 2 compounds:
SMILES,Tb hexokinase,PPC-1+TRAIL kill,FXIIa inh 1536,zVAD death inh,TNF necrop inh,CHOP inh,FXIa inh,PGE2 EP2 inh,Wee1 stabilizer
Cc1cccc(C)c1NC(=O)c1ccc(-n2cnnn2)cc1,1,14,5,3.1,2.2,-11,1,5,-3
COCCn1c(N2CCN(c3ccc(OC)cc3)CC2)nc2c1c(=O)n(C)c(=O)n2C,-1,9,9,-0.6,-0.5,-19,-5,14,2

# Main list (from the top)
SMILES,Tb hexokinase,PPC-1+TRAIL kill,FXIIa inh 1536,zVAD death inh,TNF necrop inh,CHOP inh,FXIa inh,PGE2 EP2 inh,Wee1 stabilizer
Cc1cccc(C)c1NC(=O)c1ccc(-n2cnnn2)cc1,1,14,5,3.1,2.2,-11,1,5,-3
COCCn1c(N2CCN(c3ccc(OC)cc3)CC2)nc2c1c(=O)n(C)c(=O)n2C,-1,9,9,-0.6,-0.5,-19,-5,14,2
Cc1nc2c(-c3ccccc3)c(C)nn2c(C)c1CCC(=O)NCc1ccco1,-5,-7,18,1.0,3.3,25,9,11,-2
N#CC(C#N)=C/C(C#N)=C(/N)N1CCN(c2ccc(Cl)cc2)CC1,-2,2,14,0.3,-7.1,80*,3,13,-4
CCCn1c(CNc2ccc(Br)cc2)nc2ccccc21,-4,13,9,-0.1,-4.1,63,-1,13,-2
Cc1cc(NS(=O)(=O)c2ccc(NC(=O)CSc3nc4ncccc4[nH]3)cc2)nc(C)n1,-13,-7,7,-0.1,5.3,4,2,6,-2
CC1CCCCN1C(=O)C(Cc1ccccc1)N1C(=O)C2CCCCC2C1=O (stereo unspecified),34,31,12,0.4,0.9,12,8,7,-1
Cc1onc(-c2ccccc2)c1C(=O)OCC(=O)Nc1cc(S(=O)(=O)N2CCOCC2)ccc1Cl,-1,-27,1,-0.6,1.4,-3,-5,6,5
C/C(=N/NC(=O)CNC(=O)C(c1ccccc1)c1ccccc1)c1ccco1,-12,8,1,1.2,2.7,2,-1,6,-2
CC1(C)Cc2noc(N)c2C(C)(C)N1O,5,18,11,0.1,0.2,21,-3,8,5
N#CC(C#N)=NNc1ccc([N+](=O)[O-])cc1,-17,6,11,5.7,-0.6,-10,7,9,5
CC(C)CCN(C)C1CCN(S(=O)(=O)c2ccc(F)cc2)CC1,4,8,1,-0.7,0.5,1,-2,15,0
CCNC(=S)NNC(=O)Nc1ccccc1,2,7,16,0.7,0.6,16,3,3,-2
CC(C)C(NC(=O)c1cccs1)C(=O)NC1=NCCS1 (stereo unspecified),-6,-2,6,-0.4,-1.5,-14,4,6,-3
O=c1[nH]c(C2CCCN(S(=O)(=O)c3ccccc3)C2)nc2c1nnn2Cc1ccccc1F (stereo unspecified),1,7,-3,-0.9,-3.4,34,8,21,3
Cc1ccc(C)n1-c1ccncc1,5,-13,3,0.7,0.4,10,6,1,-1
CCOc1ccc(Oc2cc(C)nc(SC)n2)nn1,-1,-7,12,1.1,-1.7,13,5,18,-2
COc1ccc(/C=C/C(=O)N2CCN(c3ccccn3)CC2)c2ccccc12,-11,-16,12,1.7,-1.0,23,9,9,-3
CC(C)n1c(CCC(=O)O)ccc1-c1ccccc1,1,1,5,0.2,0.9,-9,-3,12,0
O=C(O)c1ccc(/C=N/NC(=O)c2ccc(NS(=O)(=O)c3cccs3)cc2)cc1,-49,-2,0,1.2,2.1,-7,-1,5,0
O=C(COC(=O)c1ccc(Cl)nc1)Nc1ccccc1OC(F)F,1,5,-4,0.9,1.5,-1,-5,8,6
CC1CC(C)CN(C(=O)Nc2ccccc2F)C1 (stereo unspecified),-6,-2,2,0.7,6.4,4,-1,8,19*
O=C(c1ccco1)N1CCN(S(=O)(=O)c2cccc3nsnc23)CC1,-16,25,10,0.7,-0.2,-6,-2,3,2
CCn1c(SCC(=O)Nc2ccc(C(C)=O)cc2)nc2ccccc21,-1,21,13,0.2,-1.3,19,2,4,2
CC(=O)c1ccc(OCC(O)CN2C(C)(C)CC(O)CC2(C)C)cc1 (stereo unspecified),-10,6,14,0.6,1.3,23,1,10,6
C=CCNC(=O)CCc1nnc(C2(c3ccc(Cl)cc3)CCC2)o1,-5,8,3,2.8,-1.4,-50,-6,2,0
N#Cc1cc(-c2ccccc2)nnc1Oc1ccccc1,6,18,13,0.3,0.3,2,6,14,2
COCc1ccc(CN2CCCC(CO)(Cc3cccc(Cl)c3)C2)o1 (stereo unspecified),1,28,8,-0.1,3.0,12,14,12,-4
Cc1cc(Nc2ccc(Cl)cc2)n2nnnc2n1,-1,-7,21,0.1,-1.4,0,5,/,0
CCCCOc1ccc(C(=O)N/C(=C/C=C/c2ccccc2)C(=O)N2CCOCC2)cc1,-44,3,6,-0.1,2.9,48,5,0,5
CCn1c(=O)cc(OCC(=O)NC2CCCCC2)c2ccccc21,-5,0,13,0.5,-2.4,-7,-1,4,1
Cc1c(C(=O)N2CCOCC2)sc(NC(=O)Cc2ccccc2)c1C#N,-7,2,11,1.6,1.8,-10,0,9&8,-3
Cc1ccc(CCNC(=O)C2CCCN(c3nc4ccccc4o3)C2)cc1 (stereo unspecified),-4,0,17,1.7,-1.5,-1,16,5,2
CC1(C)CN(c2ccsc2C(=O)O)C1=O,-4,10,8,2.1,-0.7,-6,-5,8,5
Cc1cc2ncn(S(=O)(=O)N3CCCCC3)c2cc1C,1,14,12,0.3,1.1,58,-1,15,-1
Cc1ccc(C)c(NS(=O)(=O)c2ccc3[nH]c(=O)oc3c2)c1,5,9,4,0.6,0.8,3,-2,7,-2
COc1ccc2[nH]c(=O)c(CNC3CCCCC3)cc2c1,-15,19,15,-0.3,0.2,16,23,13,-1
Cc1[nH][nH]c(=O)c1C(c1ccc(-c2ccc(Cl)c(C(=O)O)c2)o1)c1c(C)[nH][nH]c1=O,-11,-5,0,0.0,-2.6,4,-5,6&7,-1
CC1CCN(C(=O)CSc2nnc(Cc3cccn3C)n2CCc2ccccc2)CC1,6,7,14,-0.2,-0.6,26,3,3,0
O=C(CSc1nc2ccccc2[nH]1)Nc1ccc(F)c(F)c1,1,-7,10,0.5,3.2,20,-5,1,-2
C[C@@H](C(=O)NCc1ccc(S(C)(=O)=O)cc1)[C@H]1C[C@]1(C)[C@H](NC(=O)OCc1ccccc1)c1ccccc1,0,15,10,-0.3,-0.6,29,-3,10,-3
Cc1cc(NC(=O)CSc2nc(-c3ccco3)cc(C(F)(F)F)n2)n(-c2ccccc2)n1,-19,17,13,0.6,-6.3,/,7,2,1
CCCCCC(O)c1cccc(OCc2ccc3ccccc3n2)c1 (stereo unspecified),4,11,8,2.3,0.8,88*!,6,10&21,-3
FC(F)(F)c1cnc(Oc2ccccc2-c2nnc(-c3ccc(Cl)cc3)o2)c(Cl)c1,-1,-7,26,0.2,0.5,53,17,3,0
C=CCN(CC=C)C(=S)Nc1ccc(OC)c(OC)c1,-2,7,7,8.3,0.2,-1,-5,11,-5
O=C(O)CC(NCc1ccco1)C(=O)OCCc1ccccc1 (stereo unspecified),9,-1,19,-0.1,0.5,9,4,20,-2
O=C(Nc1cc(=O)[nH]c(=O)[nH]1)c1cccc(Br)c1,-2,9,6,0.8,-11,-16,-1,7,9
CC(CCc1ccccc1)NC(=O)c1cccc([N+](=O)[O-])c1 (stereo unspecified),-3,-2,-1,-0.2,1.1,7,-4,2,2
Cc1nn(Cc2ccccc2)c(Cl)c1C(=O)OCC(=O)NC(=O)NC12CC3CC(CC(C3)C1)C2,-2,5,-4,12,1.9,67,-3,4,-1
CCCN(CCC)C(=S)Nc1cc(C(=O)OC)ccc1C(=O)OC,0,8,12,-0.3,2.7,32,16,6,1
# The listing continues.
SMILES,Tb hexokinase,PPC-1+TRAIL kill,FXIIa inh 1536,zVAD death inh,TNF necrop inh,CHOP inh,FXIa inh,PGE2 EP2 inh,Wee1 stabilizer
CC(C)OP(=O)(c1ccc(N(C)C)cc1)C(O)c1ccccc1F (stereo unspecified),0,9,14,0.1,-0.7,2,5,6,-2
CN(C)c1ccc(C(CN)c2c[nH]c3ccccc23)cc1 (stereo unspecified),12,28,11,1.3,1.4,-9,0,9,1
O=C(O)CCC(=O)Nc1ccccc1C(=O)N1CCN(c2ccc(Cl)cc2)CC1,-4,15,7,34,-0.3,42,-3,6,-1
Cc1nc(C)c(NC(=O)OC(C)C)cc1NC(=O)OC(C)C,-2,-7,13,3.2,0.4,6,-5,8,-1
Cc1cccn2c(=O)c3cc(S(=O)(=O)c4ccccc4)c(=N)n(CC4CCCO4)c3nc12 (stereo unspecified),-6,-4,1,-1.3,-3.3,16,-4,5,-3
CCC(=O)OCC(=O)Nc1ccc([N+](=O)[O-])cc1OC,-16,-3,7,0.9,0.2,8,1,6,1
Cc1ccc(C(O)Cn2cc([N+](=O)[O-])nc2C)cc1 (stereo unspecified),-7,9,9,-0.7,1.8,4,-1,6,0
COc1ccc(/C=C2/C(=O)N(c3nc4ccccc4s3)N=C2CSc2ccc(Cl)cc2)cc1,8,16,5,1.6,-0.3,50,2,4,2
CCOC(=O)C1CCN(C(=O)C(C)c2ccc([N+](=O)[O-])cc2)CC1 (stereo unspecified),3,-2,4,-0.6,-0.3,5,-4,1,1
CCN(CC)c1ccc2cc(C#N)c(=O)oc2c1,2,-1,4,-0.4,-0.7,17,-3,2,-2
Cc1n[nH]c(C)c1CCN(C)Cc1cn(C)nc1-c1ccccc1F,5,5,8,1.6,1.0,-8,-4,8,-1
C=CCNC(=S)NS(=O)(=O)c1cccs1,-3,18,5,-0.9,-1.1,-5,-3,4,3
COC(=O)C1CCN(C(=O)/C=C/c2ccc(OC)cc2)CC1,-11,17,8,0.0,-0.1,23,9,17,11*
CCOP(=O)(Nc1ccc2oc(=O)c3ccccc3c2c1)OCC,-13,7,5,-0.2,0.3,24,0,6,0
O=C(CCc1ccccc1)NNC(=O)c1cccc(F)c1,7,30,10,0.0,0.7,-38,8,2,0
O=C(N/N=C/c1c(Nc2cccc(C(F)(F)F)c2)nc2ccccn2c1=O)c1ccccc1[N+](=O)[O-],-15,15,11,1.1,3.0,38,0,2,1
Cc1nc(SCc2ccc(O)c([N+](=O)[O-])c2)n[nH]1,19,-4,15,0.3,-1.3,21,14,13,2
O=C(/C=C/c1ccccc1)Nc1nc(-c2ccncc2)cs1,-1,-3,13,69,-11,-9,7,3,2
COc1ccc(CC(=O)N2CCN(c3ccccn3)CC2)cc1OC,5,-2,-1,-0.2,-0.9,-1,-5,12,0
O=C(COC(=O)COc1ccc(Cl)cc1)NCc1cccs1,-1,10,10,0.9,0.9,-2,5,9,3
OCCNc1nc(C2CC2)nc2c1nnn2Cc1ccccc1Cl,7,2,7,0.0,10,32,14,8,0
O=P(c1ccccc1)(c1ccccc1)C(O)c1ccncc1 (stereo unspecified),1,7,4,0.8,-0.4,1,-3,5,0
COc1ccccc1Nc1nc(C)cc(=O)[nH]1,2,28,-4,0.2,-0.8,7,-16,6,0
CC(C)=CC(=O)Nc1nnc(-c2ccccc2)s1,-5,4,11,28,0.0,60,0,5,1
CCc1ccc(NC(=O)c2cc(C(C)C)on2)cc1,1,7,12,0.4,-2.2,-19,0,12,3

# High-throughput results deposited in PubChem BioAssay by several laboratories.

# The list is partial; the hit share may differ from the screen's.
